# CXCR6 inh – CXCR6 (human) receptor inhibition; inhibition, % at 20 µM; 360,000 tested, 0.36% active; O00574; AID 602244; CHO-K1 PathHunter CXCR6 beta-arrestin, luminescence; in the data active = inhibition above about 34%, passing the limit was not always enough;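 note: antagonist mode with CXCL16 agonist at 10 nM final; 0% = 10 nM CXCL16 with DMSO and 100% = unstimulated wells without agonist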
# XBP1 UPR activ – adaptive UPR (XBP1) activation. CHO-XBP1 luciferase reporter, IRE1-XBP1 UPR activation, luminescence; percent of tunicamycin response, DMSO as zero. activation, % at 20 µM. AID 463104. 330,000 tested, 0.33% active;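 active = versus positive control, 20 µM dose yields 30% or more activation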;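 note: 100% = tunicamycin at 10 µg/mL and 0% = DMSO only wells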
#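 incubation = overnight seeding at 37 °C, 6 h compound treatment at 37 °C | assay system = CHO-XBP1 cells stably carrying IRE1-XBP1-driven luciferase reporter | input = 1000 cells per well | detection = luciferase luminescence | dosing = single point, 20 µM final compound, 1% DMSO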
# Mdm2-MdmX inh – human Mdm2/MdmX binding inhibition; O15151+Q00987; SaOS-2 split-luciferase Mdm2/MdmX complementation, luminescence; inhibition, % at 8 µM; 330,000 tested, 3% active; AID 485346;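 active = inhibition of at least 50% at 8 µM in the primary screen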
# Target sequence (O15151 whole entry, looked up): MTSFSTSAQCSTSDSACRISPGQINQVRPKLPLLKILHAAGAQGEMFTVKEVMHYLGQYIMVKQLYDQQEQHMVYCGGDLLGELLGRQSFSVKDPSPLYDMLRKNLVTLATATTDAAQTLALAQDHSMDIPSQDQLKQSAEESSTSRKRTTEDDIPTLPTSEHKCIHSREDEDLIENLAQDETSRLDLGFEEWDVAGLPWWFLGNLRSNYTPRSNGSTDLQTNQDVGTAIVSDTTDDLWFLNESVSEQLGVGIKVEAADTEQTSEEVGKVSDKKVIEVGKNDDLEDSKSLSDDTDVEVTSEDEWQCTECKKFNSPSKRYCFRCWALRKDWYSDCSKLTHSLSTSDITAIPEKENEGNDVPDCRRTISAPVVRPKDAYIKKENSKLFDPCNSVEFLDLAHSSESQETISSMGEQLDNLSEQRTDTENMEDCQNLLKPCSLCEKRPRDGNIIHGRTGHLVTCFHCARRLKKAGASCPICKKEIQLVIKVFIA
# Target sequence (Q00987 whole entry, looked up): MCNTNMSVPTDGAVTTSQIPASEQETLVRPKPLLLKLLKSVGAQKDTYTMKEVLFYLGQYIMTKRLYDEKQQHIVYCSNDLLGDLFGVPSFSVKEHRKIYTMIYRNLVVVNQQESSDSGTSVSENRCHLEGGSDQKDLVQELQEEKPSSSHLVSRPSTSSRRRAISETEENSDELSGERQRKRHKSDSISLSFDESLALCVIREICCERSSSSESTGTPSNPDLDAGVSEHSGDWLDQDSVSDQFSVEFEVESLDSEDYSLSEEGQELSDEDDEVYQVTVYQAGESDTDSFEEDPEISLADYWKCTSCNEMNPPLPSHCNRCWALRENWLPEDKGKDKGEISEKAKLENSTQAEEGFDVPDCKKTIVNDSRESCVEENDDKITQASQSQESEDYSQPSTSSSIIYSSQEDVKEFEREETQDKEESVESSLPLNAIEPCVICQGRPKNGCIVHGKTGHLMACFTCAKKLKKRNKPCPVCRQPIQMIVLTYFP
# APJ ag – APJ receptor agonism; CHO-K1 APJ PathHunter beta-arrestin, luminescence; 0% DMSO wells, 100% apelin; activation, % at 20 µM; 330,000 tested, 0.11% active;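 active = activation more than six SD over the plate average, tested at 20 µM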;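 note: 0% = DMSO alone and 100% = apelin-13 at 10 nM; some results filed as inactive read as strong as hits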
#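 Material: engineered CHO-K1 APJ arrestin reporter cells; amount: 1000 CHO-K1 reporter cells seeded per well; incubation: compound stimulation 90 min at 25 °C, detection 60 min; signal: luminescent beta-gal fragment complementation, chemiluminescent substrate; read-out basis: APJ agonist activity; controls: DMSO-only wells as negative, 10 nM Apelin-13 as positive control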
# tim10-1 inh – inhibits growth of tim10-1 mutant yeast; S. cerevisiae tim10-1 ts strain growth, BacTiter-Glo, 24 h; inhibition, % at 20 µM; 330,000 tested, 2.2% active;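 active = inhibition of at least 40%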;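 note: mutant grown at 25 °C; 0% = DMSO wells with yeast and 100% = wells holding no yeast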
# tim23-1 inh – inhibits growth of tim23-1 mutant yeast | AID 463212 | S. cerevisiae tim23-1 growth, BacTiter-Glo luminescence, 24 h | 330,000 tested, 1.3% active | inhibition, % at 20 µM;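 active = growth inhibition of the mutant yeast at or above 50%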;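 note: temperature-sensitive mutant grown at 25 °C; plate controls were DMSO-treated mutant yeast for no effect and medium wells lacking yeast for full effect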
# APJ antagonist – antagonists of human APJ apelin receptor. CHO-K1 APJ beta-arrestin complementation, luminescence. 330,000 tested, 0.32% active. inhibition, % at 20 µM. AID 2521. P35414;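 active = inhibition above about 40% at 20 µM, limit read from the data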;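 note: cells challenged with 10 nM apelin-13 agonist together with compound; plate controls were apelin-13 plus DMSO wells for no effect and DMSO wells lacking apelin-13 for full effect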
# TIM10 inh – TIM10 yeast growth inhibition; inhibition, % at 10 µM; AID 463195; S. cerevisiae TIM10 strain growth, BacTiter-Glo luminescence, 24 h; 330,000 tested, 1.4% active;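 active = inhibition of 40% or more at the single tested concentration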;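 note: wild-type TIM10 isogenic control strain grown at permissive 25 °C; 0% = DMSO yeast wells and 100% = minimal medium wells without yeast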
# CHOP UPR activ – activators of apoptotic arm of unfolded protein response (CHOP); AID 449763; 330,000 tested, 0.34% active; activation, % at 10 µM; CHO-CHOP luciferase reporter, UPR activation, luminescence; percent of tunicamycin response over DMSO baseline;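 active = at 10 µM dose, activation of 40% or more, normalized to positive control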;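 note: 100% = tunicamycin at 10 µg/mL and 0% = DMSO alone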
#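 System: CHO CHOP reporter cells. Amount: 500 cells per well. Buffer or medium: F12 medium, 10% FBS. Compound dosing: one dose, 10 µM in 0.5% DMSO. Incubation: 6 h compound exposure at 37 °C after overnight seeding. Technique: Steady-Glo luciferase luminescence. Benchmarks: tunicamycin and DMSO controls.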
# Active calls of the source: *; . = not tested or not shown. A portion of the library; count on the stated rates, not on these rows.
SMILES,CXCR6 inh,XBP1 UPR activ,Mdm2-MdmX inh,APJ ag,tim10-1 inh,tim23-1 inh,APJ antagonist,TIM10 inh,CHOP UPR activ
Cc1cccc(NC(=O)c2ccc(C3SCC(=O)N3CCc3ccccc3)cc2)c1C (stereo not given),6,0,16,4,17,19,7,16,0.9
O=CN1Cc2[nH]c3ccccc3c2N(c2ccc(Cl)cc2)C1=O,0,5,17,-1,16,4,18,-9,0.7
CC(=O)Nc1c(NC(=O)CC#N)[nH]c2c(c1=O)c(=O)n(C)c(=O)n2C,-4,-2,9,-3,9,0,9,20,-0.1
CC(=O)c1ccc(-c2ccc(/C=C(/Sc3n[nH]c(C)n3)C(=O)O)o2)cc1,13,1,25,-4,5,-1,19,5,1.4
CC(C)Oc1cccc(C(=O)C2CCCN(C(=O)c3ccsc3)C2)c1 (stereo not given),-2,0,24,-5,4,-7,4,5,-0.7
N#Cc1c(N)sc2c1CCCCCC2,-7,-1,-2,-1,26,17,3,-14,-0.4
CC1(C)Cc2cccc(OCC(=O)NCc3ccccc3F)c2O1,-3,-4,16,-3,26,18,-2,2,-0.2
O=C(c1ccc(N2CCCC2=O)cc1)N1CCN(c2ccccc2O)CC1,1,1,22,-2,0,9,-41,-3,-0.5
COc1ccccc1C(=O)Nc1cccc(SC)c1,-10,2,-28,-7,25,18,5,22,1.4
O=C(Nc1ccc(NC(=O)c2ccccc2O)cc1)Nc1ccc(F)cc1F,3,7,16,5,-14,-14,-15,-20,3.2
CCNS(=O)(=O)c1ccc(NC(=O)c2ccc(Cn3cc(Br)cn3)o2)cc1,-14,-2,-10,-2,31,1,-17,-1,-3.7
Cc1ccc(NC(=O)CNc2ccc(Cl)cc2F)cc1,-5,-1,-5,-2,1,13,12,2,-0.2
CCCC(C)NC(=O)c1ccc(-c2ccccc2)cc1 (stereo not given),.,6,-25,-2,15,1,11,18,0.2
O=C(CSc1cccc[n+]1[O-])C12CC3CC(CC(C3)C1)C2,7,-1,-3,-1,23,32,2,7,-0.7
COc1ccc(-c2nnc(SC)n2C)cc1,-2,-2,4,-1,6,16,-4,-5,-1.0
Cc1ccc(C(N)=S)c(C)c1,9,2,-5,-4,15,-7,4,-4,-2.4
COc1ccc(NS(=O)(=O)c2cccc(NC(=O)c3ccccn3)c2)cc1,-3,-3,16,-1,-3,20,-2,12,-1.7
Cc1cc(C)c(-c2c(O)c3ccccc3n(C)c2=O)c(C)c1,-1,0,-12,-1,-11,5,-13,4,0.4
Cc1sc2ncnc(SCC(=O)NC(=O)c3cccn3C)c2c1C,-4,0,-10,-2,17,-9,0,7,-1.7
Cc1cc(C)nc(SCc2ccc(C(=O)N/N=C/c3ccc(C(=O)O)cc3)cc2)n1,8,-1,4,-5,17,19,-2,-4,-0.9
O=C(COC(=O)C1CSC2(c3ccc(F)cc3)CCC(=O)N12)NC(=O)NC1CCCC1 (stereo not given),-7,-3,6,-2,5,11,2,1,-1.2
Cc1ccc(NC(=O)c2ccoc2C)cc1C,1,-5,-43,-2,6,15,-1,4,6.9
O=C(O)Cc1cc(C(=O)Nc2ccc(Br)cc2)sc1-c1ccccc1,.,-2,-5,-1,-7,14,5,8,-1.2
CCc1ccc(-c2ccc(C(=O)O)c(C)n2)cc1,6,0,-21,-3,10,7,8,9,2.7
Cc1ccc(CN2CCNC(=O)C2CC(=O)O)cc1 (stereo not given),-1,2,-28,-1,-5,16,-74,-4,0.4
O=C(Nc1ccnn1C1CCN(C2CCC2)CC1)c1ccccc1,-3,-5,15,-3,-7,-3,-42,0,2.7
CCOc1ccc(NS(=O)(=O)c2cc(C(=O)NCC3CCCO3)ccc2Cl)cc1 (stereo not given),10,-2,16,5,7,-7,-4,6,0.1
Cc1ccc(-c2nc(CS(=O)CC(=O)NCc3ccc(Cl)cc3)c(C)o2)cc1 (stereo not given),3,0,22,7,28,17,8,3,-0.2
O=C(Cn1cc([N+](=O)[O-])cn1)Nc1nc2ccccc2s1,2,2,-7,-4,-25,8,3,-5,0.9
CN(c1ccccc1)c1nc(N)c([N+](=O)[O-])c(N2CCOCC2)n1,1,9,-14,3,8,24,-19,-6,1.0
CCOc1cc(C2Nc3cccc4cccc(c34)N2)ccc1O,0,4,13,4,51*,37,-28,32,0.5
O=C(O)C1C2C=CC(C2)C1C(=O)NCc1cccc(Cl)c1 (stereo not given),6,-6,1,0,0,6,8,5,-2.4
CCCn1ccnc1SC(C)C(=O)Nc1c(C)n(C)n(-c2ccccc2)c1=O (stereo not given),6,0,-15,0,1,-6,-2,2,2.4
CCOc1cc(/C=C(/NC(C)=O)C(=O)O)cc(Cl)c1OCc1cccc(Br)c1,2,-4,13,-3,7,-6,17,4,-1.6
O=Nc1c(O)n(Cc2cccc(Cl)c2)c2ccccc12,7,2,43,1,17,24,11,36,0.1
CCOC(=O)[C@@H]1[C@H]2COc3ccc(Br)cc3[C@@H]2N2C(=O)N(c3ccc(C)cc3)C(=O)[C@@]12C,7,-5,9,-4,13,26,15,9,0.0
CN(C)c1cc(-c2ccc(Cl)cc2Cl)oc(=O)c1Cl,0,-2,28,3,-21,41,-5,-31,3.1
CN(CCO)C(=O)C(c1ccccc1)c1ccccc1,-3,-4,11,-5,-35,-8,-2,-5,-1.1
COC(=O)C(Cc1c[nH]c2ccccc12)NC(=O)c1ccccc1Br (stereo not given),0,3,12,-3,8,21,-29,6,4.3
O=C(N/N=C/c1cccc2ccccc12)c1ccncc1,-9,-1,10,-3,-9,14,11,3,0.4
CCCCC(=O)NCCc1cc2ccc(OC)cc2[nH]c1=O,-14,-1,5,-1,8,-9,-9,-7,-3.7
COc1cc(CCC(=O)OCC(=O)NCc2ccc(Cl)cc2)cc(OC)c1OC,-7,-2,1,-3,25,15,-35,13,0.0
COc1ccc(CCNC(=O)Cc2ccsc2)cc1,-3,-3,18,-7,4,7,12,-3,0.2
Nc1c(N(CCC2=CCCCC2)C(=O)c2ccccc2F)c(=O)[nH]c(=O)n1Cc1ccccc1,7,2,22,-4,11,14,0,-6,2.2
Cn1cc(CNC(=O)c2cc(-c3ccccc3)nc3ccc(Br)cc23)cn1,0,1,15,-1,16,-11,3,8,0.7
O=S1(=O)N=C2CCCCCN2C(c2ccc(Cl)cc2)N1 (stereo not given),5,-1,27,-4,-1,0,-8,5,0.4
O=C(COC(=O)CSc1ccc([N+](=O)[O-])cc1)NC1CCCCCCC1,1,2,8,-1,14,24,6,-4,1.2
O=C(NCC1CCCO1)c1ccc2ccccc2n1 (stereo not given),3,-2,-19,3,0,3,7,-12,-0.4
COc1ccc(NC(=O)Nc2ccon2)cc1OC,-7,-3,13,-2,0,7,6,11,2.4
CCOC(=O)CSc1ncnc2c1cnn2-c1ccc(C)cc1C,3,-2,15,0,29,14,14,-8,3.5
Cc1nc2c3ccccc3n(CCN3CCCCC3)c2s1,.,-1,8,-2,19,11,10,6,0.3
COC(=O)c1cc2c(s1)-c1ccccc1CC2,-18,3,2,-4,19,-3,0,0,5.9
CC(=O)NC1(C(F)(F)F)NC(=O)N(C2CCCCC2)C1=O (stereo not given),-4,-1,13,-1,9,11,-4,1,0.4
CCOC(=O)C1CCN(c2cc3c(cc2NC(=O)c2ccccc2F)n(C)c(=O)n3C)CC1,4,-2,21,2,9,15,-1,-12,2.1
C/C(=N\NC(=O)CN1CCN(Cc2ccccc2)CC1)c1cccs1,-12,4,6,-2,-12,-3,-5,-11,2.1
O=C(Cc1cccs1)Nc1nnc(C2CC2)s1,0,1,-28,-6,0,7,22,-15,0.3
COc1ccc(OCc2nnc(SCC(=O)Nc3nnc(C4CC4)s3)n2C)cc1,10,2,16,-2,8,1,9,8,0.6
Cc1c(OCC(=O)NCc2cccnc2)ccc2c3c(c(=O)oc12)CCC3,4,-3,-20,0,18,11,-18,9,0.7
CC1S/C(=N/N=C/c2cccs2)NC1=O (stereo not given),10,22,-4,-4,20,11,6,23,2.7
N#Cc1c(-c2ccc(F)cc2)ccnc1N1CCOCC1,4,1,1,-3,-4,-1,11,-4,3.5

# Entries of single compounds, quoted from the list. Order of values: CXCR6 inh, XBP1 UPR activ, Mdm2-MdmX inh, APJ ag, tim10-1 inh, tim23-1 inh, APJ antagonist, TIM10 inh, CHOP UPR activ
# Record of COC(=O)c1cc2c(s1)-c1ccccc1CC2 : -18, 3, 2, -4, 19, -3, 0, 0, 5.9
# Record of CCOC(=O)C1CCN(c2cc3c(cc2NC(=O)c2ccccc2F)n(C)c(=O)n3C)CC1 : 4, -2, 21, 2, 9, 15, -1, -12, 2.1

# The listing continues.
SMILES,CXCR6 inh,XBP1 UPR activ,Mdm2-MdmX inh,APJ ag,tim10-1 inh,tim23-1 inh,APJ antagonist,TIM10 inh,CHOP UPR activ
COc1ccc(CNS(=O)(=O)NCc2ccc(OC)c(OC)c2)cc1,-2,4,17,1,3,0,2,5,-2.0
COc1ccccc1N(CC(=O)NC(C)(C)C)C(=O)CCC(=O)Nc1nccs1,6,-5,19,-5,-6,-10,-4,4,-2.6
NS(=O)(=O)OCC1CCCCC1,-9,1,-12,5,3,13,-59,-1,-0.8
COc1ccc(/C(C)=N/NC(=O)CNC(=O)COc2ccccc2)c(OC)c1,1,-3,23,-1,0,9,19,-2,2.1
Cc1ccc(Cl)cc1NC(=O)CSc1nnc(C)n1-c1ccccc1,-6,-2,6,-2,29,23,9,24,-1.4
O=C(COc1ccc([N+](=O)[O-])cc1)Nn1cnnc1,-6,-2,-13,0,-4,-3,16,10,1.5
CCc1ccc(C(=O)OCC(=O)c2c(N)n(CC(C)C)c(=O)n(C)c2=O)cc1,-11,-5,-6,-4,24,22,-3,28,-1.4
Cc1ccccc1CNC(=O)c1ccc(Cl)c([N+](=O)[O-])c1,-8,-2,12,-2,43*,45,-4,-1,0.9
CCC(C)(C)c1ccc(OCCCC[n+]2cccc(C)c2C)c(C(C)(C)CC)c1,-22,23,100*,-4,-8,59*,20,34,19
Cc1cc(O)c(C(C)C)cc1NC(=O)c1cccc(Cl)c1,11,-3,7,-1,17,24,-6,21,0.3
O=C1c2ccccc2NC(c2ccccn2)N1c1ccc(Cl)cc1 (stereo not given),4,7,-25,-3,22,24,23,8,3.7
O=C1c2ccccc2S(=O)(=O)c2cc(C(=O)N3CCN(c4ccc(Cl)cn4)CC3)ccc21,-6,1,-24,4,44*,47,-17,20,-0.3

# Entries listed above that bear a hit mark in tim10-1 inh.
Molecule | CXCR6 inh | Mdm2-MdmX inh | tim10-1 inh | APJ antagonist
CCOc1cc(C2Nc3cccc4cccc(c34)N2)ccc1O | 0 | 13 | 51* | -28
Cc1ccccc1CNC(=O)c1ccc(Cl)c([N+](=O)[O-])c1 | -8 | 12 | 43* | -4
O=C1c2ccccc2S(=O)(=O)c2cc(C(=O)N3CCN(c4ccc(Cl)cn4)CC3)ccc21 | -6 | -24 | 44* | -17

# Assay outcomes deposited in PubChem by Sanford-Burnham Center for Chemical Genomics.
